Compound activity (PubChem BioAssay)
PI5P4K alpha inh: qHTS for Inhibitors of phosphatidylinositol 5-phosphate 4-kinase (PI5P4K); PI5P4Kalpha enzyme, ADP-Glo luminescence, 60 min; hits give low values; Phosphatidylinositol 5-phosphate 4-kinase type-2 alpha (Homo sapiens), P48426; AID 652105, 2013; max response, %; 330,000 compounds, 1.2% hits; active means max response of -50% or lower; further: value at the top dose of about 77 µM; on the % scale 0 is the no-effect control and ±100 the full control effect
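Controls without substrate or without enzyme flank wells where PI5P4Kalpha converts substrate using 5 microM ATP (final). Incubation lasts 60 minutes at room temperature; ADP formed is read by ADP-Glo luminescence.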
EPAC2 agonist: qHTS for Agonist of cAMP-regulated guanine nucleotide exchange factor 4 (EPAC2): primary screen; Rap guanine nucleotide exchange factor 4 (Homo sapiens), Q8WZA2; EPAC2 activation, biochemical qHTS; response scale: 100% = 6.5 mM cAMP response; Potency, µM (top dose mostly 154 µM), inactives show at the top dose activation, most hits filed as activators; 360,000 compounds, 0.079% hits; AID 720711, 2013; further: potency means the concentration at half of the fitted maximal effect; nearly all actives have a fitted effect of over 50% in size
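Each well held 100 nM EPAC2, 250 nM RAP1B-BODIPY-GDP and 50 uM GDP. Fluorescence, read at 5-min intervals to 30 min, was referenced to a 6.5 mM cAMP positive control.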
EPAC1 antag: qHTS for Antagonist of cAMP-regulated guanine nucleotide exchange factor 3 (EPAC1): primary screen; Potency, µM (titrated, usually from 115 µM), for inactives: top-dose activity change, negative = inhibition, most hits filed as inhibitors; Rap guanine nucleotide exchange factor 3 (Homo sapiens), O95398; EPAC1 GEF assay, Rap1b-BODIPY-GDP exchange fluorescence; 360,000 compounds, 0.14% hits; AID 720709, 2013;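 further: potency means the concentration at half of the fitted maximal effect; plate controls were vehicle for no effect and positive control for full effect; nearly all actives have a fitted effect of over 50% in size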
EPAC1 agonist: qHTS for Agonist of cAMP-regulated guanine nucleotide exchange factor 3 (EPAC1): primary screen; Rap guanine nucleotide exchange factor 3 (Homo sapiens), O95398; EPAC1 agonist qHTS, biochemical assay; response scale: 100% = response to 6.5 mM cAMP; Potency, µM (highest dose often 154 µM), without a hit: at the highest dose activation, usual class: activators; 360,000 compounds, 0.073% hits; further: potency means the concentration at half of the fitted maximal effect; nearly all actives have a fitted effect of over 60% in size
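Normalized to 6.5 mM cAMP, activity reflects EPAC1-catalysed release of BODIPY-GDP from Rap1B, followed kinetically over 30 min at 480 nm excitation, 540 nm emission. Reaction contained 100 nM EPAC1, 250 nM Rap1B-BODIPY-GDP, 50 uM GDP.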
CCT modulator: High-Throughput Screening for Modulators of Cytosolic Chaperonin Activity | activity change, % (concentration not given with the values), hits read low | AID 651819, 2012 | purified chaperonin ATPase assay, HTRF ADP detection, 30 min | 360,000 compounds, 0.3% hits; in the data active means activity change below about -30%; further: on the % scale 0 is the no-effect control and ±100 the full control effect
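Nucleotide hydrolysis assay: TRiC at 20–40 nM final (set by batch activity) with 10 uM ATP, 30 min at 37 °C, in presence of 76 uM compound. Detection by competitive ADP HTRF, 30 min ambient.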
IL2 activator: qHTS of IL-2 Activators; IL-2 activation reporter assay, cell-based qHTS; stimulated with anti-CD3/CD4/CD28 beads; in transgenic mouse T cells; 360,000 compounds, 0.065% hits; activation, % (series mostly up to about 46 µM); in the data active means activation above about 50%; further: 0% is about no effect
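Quantitative HTS in unstimulated transgenic mouse T cells, with memory T cells as non-tolerant control and PMA/ionomycin as tolerance-bypass control. Compound pretreatment lasted 60 minutes before 18 h bead stimulation; EGFP/DsRed fluorescence read.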
WRN inhibitor: qHTS for Inhibitors of WRN Helicase | AID 651768, 2012 | 360,000 compounds, 0.46% hits | Potency, µM (top dose mostly 114 µM), without a hit: at the highest dose activity change, negative = inhibition, usual class: inhibitors | Bifunctional 3'-5' exonuclease/ATP-dependent helicase WRN (Homo sapiens), Q14191 | WRN helicase unwinding, fluorescent forked duplex, kinetic; further: potency means the concentration at half of the fitted maximal effect; on the % scale 0 is the no-effect control and ±100 the full control effect; nearly all actives have a fitted effect of over 55% in size
Target sequence (Q14191 whole entry, looked up): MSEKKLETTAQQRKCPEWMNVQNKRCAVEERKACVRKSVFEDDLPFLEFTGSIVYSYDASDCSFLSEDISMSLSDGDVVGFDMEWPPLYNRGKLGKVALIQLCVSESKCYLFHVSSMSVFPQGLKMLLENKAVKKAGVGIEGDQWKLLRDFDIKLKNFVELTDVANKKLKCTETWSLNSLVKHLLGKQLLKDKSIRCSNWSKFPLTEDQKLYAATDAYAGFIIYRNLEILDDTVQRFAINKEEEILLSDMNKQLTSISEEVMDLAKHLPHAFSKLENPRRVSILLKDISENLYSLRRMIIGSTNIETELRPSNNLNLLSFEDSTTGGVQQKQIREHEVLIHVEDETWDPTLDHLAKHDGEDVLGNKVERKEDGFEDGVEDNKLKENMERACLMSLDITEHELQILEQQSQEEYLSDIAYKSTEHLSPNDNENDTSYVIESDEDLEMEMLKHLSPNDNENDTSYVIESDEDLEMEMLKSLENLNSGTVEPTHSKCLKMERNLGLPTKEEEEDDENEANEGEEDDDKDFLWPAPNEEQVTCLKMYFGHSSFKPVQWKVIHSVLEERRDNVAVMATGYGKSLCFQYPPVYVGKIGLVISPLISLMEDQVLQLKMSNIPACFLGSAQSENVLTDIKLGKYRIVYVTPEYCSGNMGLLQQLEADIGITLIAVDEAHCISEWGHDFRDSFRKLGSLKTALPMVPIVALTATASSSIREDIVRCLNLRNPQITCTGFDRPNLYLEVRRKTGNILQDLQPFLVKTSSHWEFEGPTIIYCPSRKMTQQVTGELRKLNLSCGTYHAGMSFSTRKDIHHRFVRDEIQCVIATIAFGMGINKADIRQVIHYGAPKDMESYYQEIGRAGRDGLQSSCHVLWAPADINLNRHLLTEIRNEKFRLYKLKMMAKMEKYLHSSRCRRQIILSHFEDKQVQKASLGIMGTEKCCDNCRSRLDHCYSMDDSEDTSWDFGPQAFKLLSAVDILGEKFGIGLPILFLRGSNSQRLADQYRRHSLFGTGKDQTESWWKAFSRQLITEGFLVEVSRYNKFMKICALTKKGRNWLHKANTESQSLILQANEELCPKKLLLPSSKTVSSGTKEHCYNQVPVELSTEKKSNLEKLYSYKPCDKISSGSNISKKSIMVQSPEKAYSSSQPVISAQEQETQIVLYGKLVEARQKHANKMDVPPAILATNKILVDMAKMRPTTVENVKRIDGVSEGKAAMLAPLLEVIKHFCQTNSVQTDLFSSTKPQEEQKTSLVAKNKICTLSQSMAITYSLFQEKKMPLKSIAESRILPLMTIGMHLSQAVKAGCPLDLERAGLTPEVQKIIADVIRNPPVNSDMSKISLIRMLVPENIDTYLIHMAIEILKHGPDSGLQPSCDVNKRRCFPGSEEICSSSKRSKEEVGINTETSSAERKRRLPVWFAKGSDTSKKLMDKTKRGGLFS
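Kinetic red-fluorescence monitoring (525/598 nm) tracks WRN helicase activity after 100 nM fluorophore-quencher forked duplex and 2 mM ATP are added to 20 nM enzyme pretreated 15 min at room temperature with compound.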
PLK1 PBD inh: qHTS for Inhibitors of PLK1-PDB (polo-like kinase 1 - polo-box domain): Primary Screen; Serine/threonine-protein kinase PLK1 (Homo sapiens), P53350; Potency, µM, for the others: max response, negative = inhibition, most hits filed as inhibitors; 360,000 compounds, 2.8% hits; Plk1 PBD binding of FITC phosphopeptide, fluorescence polarization; further: potency means the concentration at half of the fitted maximal effect; series mostly up to about 57 µM; on the % scale 0 is the no-effect control and ±100 the full control effect; nearly all actives have a fitted effect of over 65% in size
* = called active by the depositor; x = not tested or not shown; [ ] = remark or other dose. Unless noted, the call rests on the fitted dose curve; in most records, active means well fitted curve in the direction sought with a large enough effect; inconclusive means small, poorly fitted or top-dose-only effect, or another doubt; inactive means no such curve, though single readings can be large; an effect the other way counts as inactive or inconclusive. Only part of the results is shown; the hit share may differ from the screen's.

SMILES	PI5P4K alpha inh	EPAC2 agonist	EPAC1 antag	EPAC1 agonist	CCT modulator	IL2 activator	WRN inhibitor	PLK1 PBD inh
CCOC(=O)c1cc(C(=O)OCC)cc(-n2c(C)cc(C(=O)CN3CCOCC3)c2C)c1	4	1%	-9%	0%	0.8	-0.6	-6%	-10%
COc1ccccc1CC(=O)Nc1cc(C)ccn1	2	-4%	7%	-1%	-1.1	0.9	5%	-3%
CC(C)(C)C(=O)Oc1ccc2cc(-c3ccc4ccccc4n3)c(=O)oc2c1	-8	5%	-7%	6%	-2.0	5.3	-19%	-10%
COc1cccc(NC(=O)CCN2C(=O)C3CC=CCC3C2=O)c1 (configuration not stated)	7	4%	10%	-2%	-1.1	2.1	7%	-17%
COC(=O)c1ccc(C(C(=O)NCc2ccccc2)N(Cc2cccs2)C(=O)c2cnccn2)cc1 (configuration not stated)	x	-11%	0%	9%	0.7	-0.9	-16%	2%
O=C(NNC(=S)Nc1ccccc1Cl)c1ccccc1Br	4	-14%	-13%	-10%	0.0	2.9	-9%	-10%
CN1/C(=C\C(=O)C[n+]2ccc(C(=O)c3ccccc3)cc2)C(C)(C)c2ccccc21	0	4%	-1%	-8%	0.7	-1.7	8%	0%
CC(=O)NC1(c2nnnn2CCOC(=O)Nc2ccc(Cl)cc2)CCCC1	0	-2%	-4%	-1%	-0.3	1.6	-8%	0%
CC(=O)c1cccc(NC(=O)N2CCCC2C(=O)Nc2ccc3c(c2)OCCO3)c1 (configuration not stated)	-10	6%	-12%	-3%	1.1	-2.2	-8%	-16%
COC(=O)COc1ccc(S(=O)(=O)Nc2ccccc2SC)cc1	-4	-6%	-15%	0%	-4.1	1.6	-2%	-7%
COc1ccc(CNC(=O)c2n[nH]c3ccccc23)cc1OC	5	2%	4%	-6%	1.8	-0.1	-7%	2%
O=C(N/N=C/c1ccc([N+](=O)[O-])cc1)c1cnccn1	-1	7%	23%	-4%	1.2	0.1	-4%	3%
CCOC(=O)CC(=O)Nc1cc(Cl)ccc1O	-7	-22%	8%	6%	-2.7	0.5	-3%	-12%
CC(=O)NS(=O)(=O)c1ccc(NC(=O)c2ccc3c(c2)NC(=O)CS3)cc1	-14	10%	-17%	5%	-3.1	-0.2	-8%	-18%
CCOC(=O)c1sc(=NC(=O)c2ccc(C)cc2)n(C)c1C	8	-9%	0%	-1%	-1.9	-0.3	-4%	2%
O=C(CCCN1C(=O)/C(=C/c2cccs2)SC1=S)Nc1cccc(C(=O)O)c1	-24	7%	-15%	-2%	0.1	-1.3	-9%	-16%
Cc1cc(C)c2c(N)c(C(=O)c3ccc(Cl)c(Cl)c3)sc2n1	-1	2%	-3%	13%	-1.7	-0.8	1%	-14%
O=C(CSc1nnc(-c2ccco2)o1)Nc1c(F)cccc1F	-2	16%	-17%	-12%	0.7	0.0	-4%	-7%
CC1CC(C)CN(C(=O)COc2ccc([N+](=O)[O-])cc2Cl)C1 (configuration not stated)	0	11%	5%	2%	-5.0	-0.4	7%	-13%
O[C@H]1C[C@H](c2ccc(Cl)cc2)N(Cc2cccs2)C[C@@H]1n1cc(-c2ccc(F)cc2)nn1	18	4%	1%	3%	-1.6	-2.0	-6%	-3%

Molecules above that have sulfur, in the order listed:
SMILES	PI5P4K alpha inh	EPAC2 agonist	EPAC1 antag	EPAC1 agonist	CCT modulator	IL2 activator	WRN inhibitor	PLK1 PBD inh
COC(=O)c1ccc(C(C(=O)NCc2ccccc2)N(Cc2cccs2)C(=O)c2cnccn2)cc1 (configuration not stated)	x	-11%	0%	9%	0.7	-0.9	-16%	2%
O=C(NNC(=S)Nc1ccccc1Cl)c1ccccc1Br	4	-14%	-13%	-10%	0.0	2.9	-9%	-10%
COC(=O)COc1ccc(S(=O)(=O)Nc2ccccc2SC)cc1	-4	-6%	-15%	0%	-4.1	1.6	-2%	-7%
CC(=O)NS(=O)(=O)c1ccc(NC(=O)c2ccc3c(c2)NC(=O)CS3)cc1	-14	10%	-17%	5%	-3.1	-0.2	-8%	-18%
CCOC(=O)c1sc(=NC(=O)c2ccc(C)cc2)n(C)c1C	8	-9%	0%	-1%	-1.9	-0.3	-4%	2%
O=C(CCCN1C(=O)/C(=C/c2cccs2)SC1=S)Nc1cccc(C(=O)O)c1	-24	7%	-15%	-2%	0.1	-1.3	-9%	-16%
Cc1cc(C)c2c(N)c(C(=O)c3ccc(Cl)c(Cl)c3)sc2n1	-1	2%	-3%	13%	-1.7	-0.8	1%	-14%
O=C(CSc1nnc(-c2ccco2)o1)Nc1c(F)cccc1F	-2	16%	-17%	-12%	0.7	0.0	-4%	-7%
O[C@H]1C[C@H](c2ccc(Cl)cc2)N(Cc2cccs2)C[C@@H]1n1cc(-c2ccc(F)cc2)nn1	18	4%	1%	3%	-1.6	-2.0	-6%	-3%

Following part.
SMILES	PI5P4K alpha inh	EPAC2 agonist	EPAC1 antag	EPAC1 agonist	CCT modulator	IL2 activator	WRN inhibitor	PLK1 PBD inh
CN(CC(=O)NC(=O)NCc1ccccc1)CC(=O)Nc1ccc(Cl)c(C(F)(F)F)c1	35	-11%	-22%	-1%	-0.3	-3.0	-7%[11.6 µM]	5%
CC(O)(c1ccc(F)c(F)c1)c1nc(-c2cc(F)cc(F)c2)cs1 (configuration not stated)	39	5%	-19%	-8%	0.9	0.4	-4%	5%
O=C(NN=C(Cc1ccccc1)Cc1ccccc1)c1ccc(F)cc1	-7	14%	-12%	0%	-1.6	-3.7	2%	-4%
CNc1c([N+](=O)[O-])cnn1-c1ccc(Cl)cc1	x	4%	-9%	1%	0.2	-3.4	7%	0%
